# S3 lipid droplet = qHTS Assay for Lipid Storage Modulators in Drosophila S3 Cells | Drosophila S3 cells, BODIPY lipid droplet fluorescence, 18-24 h; cells fed with added oleic acid | lipid storage change, negative = inhibition, % at the top dose, mostly 46.1 µM; hits show Potency in µM | hit rate 0.64% among 320,000 | AID 2685; active = well fitted inhibition curve with a large enough effect in the signal ratio, with a control signal flat, not every such curve was filed as active; inconclusive = small, poorly fitted or top-dose-only effect, or effect the other way, or a change in a side signal; the % refers to the signal ratio
#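 Drosophila S3 cells got compounds at several concentrations plus oleic acid (400 uM solution). Laser-scanning cytometry with 488 nm excitation read lipid droplets at 500-530 nm and cells at 575-640 nm. Percent activity was relative to 20 uM Triacsin C.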
# S3 lipid droplet cell count max = further read-out of S3 lipid droplet, marked with its call; cell number change, %; measured here: cell count max response;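 cells counted by Cell Tracker Red CMTPX staining in the red channel; peak over a dose series mostly up to 46.1 µM; percent activity relative to internal control wells on each plate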
# * hit, by the source's call; i = inactive; ? = inconclusive; . = not tested or not shown. % is scaled to controls: 0 for no effect and ±100 for the full control effect; potency is read from the fitted curve at half-maximal effect. Some of the compounds tested (hit frequency here may not be typical).
SMILES,S3 lipid droplet,S3 lipid droplet cell count max
CCC1CCCCN1CCCNC(=O)c1c(O)nc2cc(C)ccn2c1=O (stereo not given),2%,18
COc1cccc(-c2nnc3n2N=C(C(C)(C)C)CS3)c1,-17%,0
CN(C(=O)c1ccccc1-c1ccccc1C(=O)O)c1ccccc1,?,.
CC(NC(=O)OCc1ccccc1)C(=O)NCC(=O)NC(Cc1ccc(OC(C)(C)C)cc1)C(=O)OC(C)(C)C (stereo not given),1%,1
Cc1cc(C)cc(NC(=O)CSc2nc3nc(C)cc(C)c3c(=O)[nH]2)c1,?,.
CN1C(C(=O)Nc2ccc(OC(F)(F)F)cc2)=CC(c2ccco2)=NS1(=O)=O,?,.
O=C(CN(C(=O)c1csnn1)c1ccccc1Cl)NC1CCCC1,?,.
Cc1ccnc(NS(=O)(=O)c2ccc(NC(=O)C34CC5CC(C)(CC(C)(C5)C3)C4)cc2)n1,?,.
CN=c1scc(-c2ccccc2F)n1/N=C/c1ccc(O)c(O)c1O,?,.
CCc1ccc(Nc2nnc(SCC(=O)N(C)CC(=O)Nc3ccccc3CC)s2)cc1,i,24
CCOC(=O)N1CCN(C(=O)C2CCN(Cc3nc(-c4ccccc4C)oc3C)CC2)CC1,7%,17
O=C(Cn1nc(-c2ccc(Cl)cc2)ccc1=O)NCC1COCCO1 (stereo not given),i,-13
O=c1c2c(nc3c(-c4ccccc4)c[nH]n13)CCC2,?,.
COc1ccc(C(NC(=O)CC(C)C)NC(=O)CC(C)C)cc1OC,?,.
O=C(Nc1ccc(SC(F)F)cc1)c1ccc(F)cc1,?,.
CCOC(=O)N1CCN(C(=O)CSc2nc(CC)nc3c2c(=O)n(C)c(=O)n3C)CC1,-4%,-7
COc1ccc(CCNC(=O)CSc2ncc(C(=O)Nc3ccccc3)c(=O)n2C)cc1,?,.
CCc1ccc(N(CC(=O)N2CCCCCC2)S(C)(=O)=O)cc1,?,.
Cc1ncc(CO)c(/C=N/NC(=O)c2ccoc2C)c1O,?,.
Cc1ccc(N(CC(=O)Nc2ccc(F)c(Cl)c2)S(=O)(=O)c2c(C)noc2C)cc1,?,.
CC(Oc1ccc2c3c(c(=O)oc2c1)CCCC3)C(=O)NCCN1CCOCC1 (stereo not given),i,17
CCOC(=O)c1cn(CC)c2ccc(S(=O)(=O)N3CC(C)CC(C)C3)cc2c1=O (stereo not given),-9%,-2
CN(NS(=O)(=O)c1ccc(F)cc1)c1ncc(C(F)(F)F)cc1Cl,8%,-16
O=C(N/N=C(\c1ccccc1)c1cccnc1)C(O)(c1ccccc1)c1ccccc1,?,.
COc1ccc(S(=O)(=O)c2nnn(-c3ccccc3Cl)c2N)cc1,-3%,-19

# Fetched by structure from the list above, 7 records:
SMILES,S3 lipid droplet,S3 lipid droplet cell count max
CCOC(=O)N1CCN(C(=O)CSc2nc(CC)nc3c2c(=O)n(C)c(=O)n3C)CC1,-4%,-7
CCOC(=O)c1cn(CC)c2ccc(S(=O)(=O)N3CC(C)CC(C)C3)cc2c1=O (stereo not given),-9%,-2
CN(C(=O)c1ccccc1-c1ccccc1C(=O)O)c1ccccc1,?,.
CCc1ccc(Nc2nnc(SCC(=O)N(C)CC(=O)Nc3ccccc3CC)s2)cc1,i,24
CN=c1scc(-c2ccccc2F)n1/N=C/c1ccc(O)c(O)c1O,?,.
O=c1c2c(nc3c(-c4ccccc4)c[nH]n13)CCC2,?,.
CC(Oc1ccc2c3c(c(=O)oc2c1)CCCC3)C(=O)NCCN1CCOCC1 (stereo not given),i,17

# Next section
SMILES,S3 lipid droplet,S3 lipid droplet cell count max
O=c1[nH][nH]c(C(F)(F)F)c1C=Nc1cccc(Cl)c1,?,.
CN(C)c1ccc(/C=N/NC(=O)c2sccc2-n2cccc2)cc1,-2%,9
COC(=O)[C@H](C)NC(=O)Nc1ccc(OC(F)(F)F)cc1,-5%,19
COc1cccc(NC(=O)CSc2ccc(-c3ccco3)nn2)c1,?,.
CCOc1ccc(S(=O)(=O)N(C)CCO)cc1-c1nc2c(C(C)(C)C)nn(C)c2c(=O)[nH]1,2%,-2
CCOC(=O)CC(NS(=O)(=O)c1ccc2[nH]c(=O)sc2c1)c1ccc(C)cc1 (stereo not given),?,.
CC1(C)NC(=O)N(CCCCOc2ccc3ccccc3c2Cl)C1=O,?,.
COc1ccc2[nH]cc(CCNS(=O)(=O)c3ccc(C)cc3)c2c1,-1%,3
CC(=O)Nc1ccc(C(O)(C(F)(F)F)C(F)(F)F)cc1,-5%,-12
Cc1ccc(-n2c(O)c(/C=C3/C(c4ccccc4)=Nc4ccccc43)c(=O)[nH]c2=O)cc1,1%,-1
Cc1cc(C)n(-c2nnc3c4ccccc4n(C)c3n2)n1,5%,19
Cc1ccc(NC(=O)C2=C(O)c3ccccc3N(C)S2(=O)=O)cc1,9%,17
COc1ccccc1-c1ccc(SCC(=O)NC2CCCCC2)nn1,-8%,2
CCN(CC)C(=O)Nc1cnc2ccccc2c1,4%,1
COc1ccc(C(=O)C(c2ccccc2)N2CCOCC2)cc1 (stereo not given),?,.
CC(=O)NCCC(=O)N1CCc2c([nH]c3ccccc23)C1c1cccc(C)c1 (stereo not given),13%,5
O=c1cc(Nc2ccc3c(c2)OCO3)[nH]c(=O)n1-c1ccc(Br)cc1,13%,11
Cc1ccc(N(C)S(=O)(=O)c2ccc3[nH]cc(C(=O)NCCCN4CCOCC4)c(=O)c3c2)cc1C,?,.
CCc1ccc(NC(=O)Nc2c(C)n(C)n(-c3ccccc3)c2=O)cc1,1%,2
CC(C)C[C@H](NC(=O)c1nc[nH]c1C(=O)N1CCN(c2ccccc2)CC1)C(=O)OC(C)(C)C,13%,12
Nc1nc(SCc2ccc(Cl)cc2)ns1,?,.
Clc1ccccc1CN(Cc1ccccc1)c1ncnc2nc[nH]c12,?,.
CC(C)[C@H](NC(=O)NC1CCCc2ccccc21)C(=O)O (stereo not given in full),-10%,1
CCc1cccc2c(C(=S)N3CCCC3)c[nH]c12,?,.
COc1ccc(C(CC(=O)N2CCCCC2)C(C)C)cc1 (stereo not given),-18%,3

# In the list so far, these contain a COOH group.
SMILES,S3 lipid droplet,S3 lipid droplet cell count max
CN(C(=O)c1ccccc1-c1ccccc1C(=O)O)c1ccccc1,?,.
CC(C)[C@H](NC(=O)NC1CCCc2ccccc21)C(=O)O (stereo not given in full),-10%,1

# Other compounds.
SMILES,S3 lipid droplet,S3 lipid droplet cell count max
Cc1cc(=O)oc2cc(OCC(=O)OCC(=O)N(C)C3CCS(=O)(=O)C3)ccc12 (stereo not given),-5%,8
CCCCc1ccc(NC(=O)CN2NS(=O)(=O)c3ccccc3C2=O)cc1,i,27
CC(=O)N(Cc1cccs1)C1CCOC(C)(C)C1 (stereo not given),?,.
COc1ccccc1N1CCN(C(=O)Cn2nc(C(F)(F)F)c3c2CCC3)CC1,-40%,9
COc1ccc(-c2nc3c4ccccc4[nH]c(=O)n3n2)cc1,?,.
CN1C(=O)/C(=C/c2cccc([N+](=O)[O-])c2)C(=O)N1c1ccccc1,?,.
Cc1noc(C)c1COc1ccc(C(=O)N2CCCC(C(N)=O)C2)cc1 (stereo not given),?,.
Cc1ccc(C(=O)c2ccc([N+](=O)[O-])cc2)cc1,?,.
Cc1ccc(N=Nc2c(N)[nH]n3c(=O)c4c(nc23)CCCC4)cc1,-6%,6
CCC(=O)c1c(NC(CC)CO)cc(C)oc1=O (stereo not given),-10%,-15
O=C(CSCc1ccc(Cl)cc1)N/N=C/c1ccc(OCC(=O)Nc2ccccc2)cc1,i,-26
CCc1nc(SCC(=O)N2CCN(C(=O)c3ccco3)CC2)c2c3c(sc2n1)CCCC3,?,.
O=C(NCc1c(F)cccc1F)c1cc(COc2c(F)cccc2F)on1,-16%,-1
O=C(O)CC1Sc2nnc(COc3ccc(Cl)cc3)n2N=C1c1ccccc1 (stereo not given),?,.
CC(C)Cn1c(CCNC(=O)c2ccco2)nc2ccccc21,3.7µM*,.
CCOC(=O)N1CCN(C(=O)CCn2c(=S)[nH]c3ccsc3c2=O)CC1,-2%,5
CCc1nnc(SCc2ccc(OC(C)C)cc2)n1N,-18%,-12
COc1ccccc1C(=O)Nc1ccnn1C1CCN(C(=O)C2CCOC2)CC1 (stereo not given),?,.
Cc1cccc(CS(=O)(=O)c2ncc(Cl)c(C(=O)NCc3ccccc3)n2)c1,?,.
O=C(c1ccoc1)N1CCCC(Nc2ccc(F)c(F)c2)C1 (stereo not given),?,.
CC(C)=CCN1CCN(Cc2ccoc2)CC1CCO (stereo not given),3%,7
O=S(=O)(Nc1nnc(C2CCCCC2)s1)c1ccc(F)cc1,-49%,-13
O=c1c2ccccc2nnn1COc1ccc(Cl)cc1Br,?,.
COc1ccc(NC(=O)Cn2c(CCC(=O)O)ccc2-c2ccccc2)cc1,?,.
Cc1ccc(N2C(=O)N3[C@H](c4ccc(Br)cc4)[C@@H]4C(=O)N(C(C)(C)C)C(=O)[C@@H]4[C@]3(C)C2=O)cc1,?,.

# (further entries)
SMILES,S3 lipid droplet,S3 lipid droplet cell count max
CCOc1ccc(NC(=O)CN(C)CC(=O)Nc2ccc(F)c(F)c2F)cc1OCC,?,.
O=C(Nc1cccc(NS(=O)(=O)c2ccc(S(=O)(=O)NC3CC3)cc2)c1)c1ccccn1,?,.
Cc1cc(NC(=O)CSc2ccc3nnc(-c4cccc(F)c4)n3n2)no1,12%,-18
O=C(Cn1nnc(-c2ccccc2)n1)NC1CCS(=O)(=O)C1 (stereo not given),20%,.
Cc1ccc(CNCc2cc(Cl)ccc2O)cc1,?,.
CCn1nnnc1SCC(=O)c1ccc(NC(C)=O)cc1,?,.
COCCNCCCOc1ccc(Cl)cc1Br,-23%,-7
Cc1ccc2c(c1)-c1nc3ccccc3cc1C2=NC1CCCCC1,?,.
COc1ccc(-n2nc(C(=O)NCC(=O)NCCCN3CCN(C)CC3)c3ccccc3c2=O)cc1OC,?,.
CN1C(=S)SC2CS(=O)(=O)CC21 (stereo not given),i,.
O=C(CSc1nccc(=O)[nH]1)NCc1ccc(Cl)cc1,-1%,8
CC(C)(C)NC(=O)CN(C(=O)CCC(=O)Nc1nccs1)c1ccc(F)cc1,9%,9
COc1ccc(CN(C(=O)c2cccs2)c2ccccc2C(=O)O)cc1,?,.
CCOC(=O)C1=C(CNCc2ccccc2Cl)NC(=O)NC1c1cccc([N+](=O)[O-])c1 (stereo not given),?,.
CN(C)c1ccc(N=Nc2ccc(S(N)(=O)=O)cc2)cc1,i,15
COC(=O)c1nn(-c2ccc(OC)cc2)c(=O)cc1Oc1ccccc1,17%,-4
O=C(Cc1cccc2ccccc12)NN1C(=O)/C(=C\c2cccnc2)SC1=S,?,.
CCN(CC)S(=O)(=O)c1cccc(-c2nnc(SCc3ncc(-c4ccccc4)o3)n2C)c1,?,.
COc1ccccc1NC(=O)CN1C(=O)NC(CC(C)C)C1=O (stereo not given),?,.
COC(=O)N1[C@H](C)C=C[C@]1(Cc1ccccc1)C(=O)O,-4%,11
Cc1cc(C)n(C(=O)CNC(=O)C2COc3ccccc3O2)n1 (stereo not given),2%,18
CC(=O)Nc1ccccc1NC(=O)c1ccccc1,10%,.
CCCN(C(=O)c1nc2nccc(C)n2n1)c1c(N)n(Cc2ccccc2)c(=O)[nH]c1=O,2%,0
CC1(C)CC(=O)C2=C(C1)Nc1ccccc1S2,-4%,10
O=C1c2ccccc2C(O)(c2ncc[nH]2)N1CCc1ccccc1 (stereo not given),?,.

# In the list so far, these have a nitro group on carbon:
SMILES,S3 lipid droplet,S3 lipid droplet cell count max
CN1C(=O)/C(=C/c2cccc([N+](=O)[O-])c2)C(=O)N1c1ccccc1,?,.
Cc1ccc(C(=O)c2ccc([N+](=O)[O-])cc2)cc1,?,.
CCOC(=O)C1=C(CNCc2ccccc2Cl)NC(=O)NC1c1cccc([N+](=O)[O-])c1 (stereo not given),?,.

# Back to the main list, starting 3 compounds before the break.
SMILES,S3 lipid droplet,S3 lipid droplet cell count max
CCCN(C(=O)c1nc2nccc(C)n2n1)c1c(N)n(Cc2ccccc2)c(=O)[nH]c1=O,2%,0
CC1(C)CC(=O)C2=C(C1)Nc1ccccc1S2,-4%,10
O=C1c2ccccc2C(O)(c2ncc[nH]2)N1CCc1ccccc1 (stereo not given),?,.
COc1cc(NC(=O)c2nnn(Cc3ccc(SC)cc3)c2N)cc(OC)c1,-7%,27
COC(=O)c1ccccc1S(=O)(=O)C(C)(C)C,?,.
COc1ccccc1CCC(=O)OCC(=O)Nc1ccc(C)c(S(=O)(=O)N2CCCCC2)c1,?,.
Cc1cccn2cc(CCNC(=O)c3ccc(Br)o3)nc12,?,.
COc1ccc(NC(=O)c2cccnc2NCCc2ccccc2)cc1,?,.
O=C(Cn1nc(-c2ccc(Cl)cc2)c2ccccc2c1=O)Nc1cccnc1,?,.
C=CCNC(=O)/C(=C\c1ccc(Br)cc1)NC(=O)c1ccccc1OC,?,.
COc1ccc(C(=O)C2CCCN(Cc3c(F)ccc(F)c3F)C2)c(OC)c1 (stereo not given),?,.
Cc1ccccc1S(=O)(=O)Cc1ccc(C(=O)NCc2ccccc2)o1,2%,-4
COc1ccc(NC(=O)NCCCCc2ccccc2)c(OC)c1,?,.
CCS(=O)(=O)N1CCN(c2ccc(Cl)cc2[N+](=O)[O-])CC1,-5%,3
Cc1[nH]c(C)c(S(=O)(=O)Nc2ccccc2)c1C(=O)N1CCCC1,?,.
CCc1ccc(S(=O)(=O)Nc2c(C)nc3nc[nH]n3c2=O)cc1,?,.
COc1cccc(NC(=O)CSCC(=O)O)c1,?,.
CCOc1ccc(CN2CCN(C(=O)c3cccc(F)c3)CC2)cc1,1%,-28
CC(=O)Nc1ccc2[nH]ccc2c1,-17%,23
